PriA SSB inh – inhibitors of Klebsiella pneumoniae PriA binding to SSB C-terminal tail, primary screen, biochemical, AlphaScreen; AID 1272365, 2023; PriA–SSB C-terminal tail interaction (Klebsiella pneumoniae); AlphaScreen SSBct-PriA binding, biotinylated peptide; inhibition, % at 33 µM; hit rate 0.6% among 430,000; in the data active means inhibition mostly above about 37%, no sharp cut-off; inactive means mostly below about 20%;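 further: plate controls were negative control peptide for no effect and reference peptide for full effect; strong numbers were not always called active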
The depositor's hits bear a star; & = joins results of further samples. This is a subset, so the mix of outcomes need not match the whole.

SMILES	PriA SSB inh
O=S(=O)(Cc1ccccc1)NCC1CCN(C2CCCC2)CC1	-3.0
O=C(c1cccs1)N1CCc2ccc(NC(=O)C34CC5CC(CC(C5)C3)C4)cc21	-1.0
CCC(C(=O)N1CCN(c2ccc3nnc(-c4ccco4)n3n2)CC1)c1ccccc1 (configuration not stated)	-2.0
Cc1c(Cl)ccc2sc(N(Cc3ccccn3)C(=O)c3ccc(C#N)cc3)nc12	3.0
Cc1ccc(-c2cn3cccnc3n2)cc1NC(=O)c1ccccc1Cl	1.0
O=C1NCCOc2ccc(NS(=O)(=O)c3ccc4c(c3)CCCC4)cc21	4.0&15.0
Cc1nc(N)sc1-c1nnc(Nc2ccccc2)s1	2.0
Cc1nc2ccccn2c(=O)c1NC(=O)c1ccc([N+](=O)[O-])cc1Cl	-11.0
Cc1ccc(S(=O)(=O)NN=C2CCCCC2C2CCCCC2)cc1[N+](=O)[O-] (configuration not stated)	-8.4
O=C(Cc1csc(Nc2cccc(Cl)c2)n1)NCc1ccc2c(c1)OCO2	-2.0
CNC(=S)NN=C1C2CN3CCN(C2)CC1(c1ccccc1)C3	-1.4
O=C(NCC(c1ccsc1)N1CCCC1)c1cccc(Cl)c1 (configuration not stated)	2.0
O=[N+]([O-])c1cc(C=NO)ccc1SCc1ccccc1	4.6
CCCCCCCC(=O)NC(Oc1ccc(OC)cc1)C(Cl)(Cl)Cl (configuration not stated)	-56.0
O=C(COc1ccccc1F)N1CCN(Cc2nc(C3CC3)cs2)CC1	-15.0
COc1ccc(-n2nncc2CN2CCN(C(=O)c3ccoc3)CC2)cc1F	-10.0
COc1cccc([C@@H]2CC(c3cccs3)=NN2C(=O)CSC2CCCCC2)c1OC	-11.0
COc1ccc(-c2cc(OCC(=O)Nc3ccc(OC)cc3OC)c3ccccc3n2)cc1	-6.0
COCC(=O)Nc1ccc2c(c1)N(C(=O)c1ccco1)CC2	7.0
COc1ccc(S(=O)(=O)Nc2ccc3c(c2)C(=O)N(C)CCO3)cc1Cl	-11.0
CCC(=NNC(=O)c1ccccc1)c1c(O)n(Cc2ccccc2)c(=O)[nH]c1=O	-9.8
COc1cccc2cc(C(=O)Nc3ccc(Cl)cc3C(=O)c3ccccc3Cl)oc12	16.0
COCCn1ccc2c(OCC(=O)NCc3ccccc3Cl)cccc2c1=O	-14.0
CCCCOc1ccc(C(=O)OCn2nnc3ccccc3c2=O)cc1	-12.0
CCOc1ccccc1NC(=O)C(=O)NCC1CCN(c2cnccn2)CC1	-4.0

Overlap with the part before: 5 compounds, followed by the next part.
SMILES	PriA SSB inh
CCC(=NNC(=O)c1ccccc1)c1c(O)n(Cc2ccccc2)c(=O)[nH]c1=O	-9.8
COc1cccc2cc(C(=O)Nc3ccc(Cl)cc3C(=O)c3ccccc3Cl)oc12	16.0
COCCn1ccc2c(OCC(=O)NCc3ccccc3Cl)cccc2c1=O	-14.0
CCCCOc1ccc(C(=O)OCn2nnc3ccccc3c2=O)cc1	-12.0
CCOc1ccccc1NC(=O)C(=O)NCC1CCN(c2cnccn2)CC1	-4.0
CC(=O)C=C(C)Nc1c(C)n(C)n(-c2ccccc2)c1=O	-5.0
O=C(NN=Cc1coc2ccccc2c1=O)c1ccccc1Br	0.9
COC(=O)c1ccc2c(=O)n(CC(=O)NCC3CCCO3)c(=S)[nH]c2c1 (configuration not stated)	15.0
CC(=NNC(=O)C1CCCC1)c1ccc(Cl)cc1Cl	-6.3
COc1cccc2sc(N3CC(OC(=O)C4CCC4)C3)nc12	-7.0
CC(=NNC(=O)c1ccc(Cl)c(Cl)c1)c1ccccn1	-5.6
O=C(Nc1ncnc2sccc12)c1ccc2c(c1)CCCC2	-4.0
CC(=O)n1cc(C=NNC(N)=S)c2ccccc21	-3.8
Cc1ccc(-n2c(C)nc3ccc(NC(=O)Nc4ccc(F)c(F)c4)cc3c2=O)cc1	-16.0&7.0
COc1cccc(C(=O)Nc2nc(C)c(C(C)=O)s2)c1OC	-9.0
O=C(CSc1nnc(-c2ccc(Cl)s2)o1)Nc1ccc2c(c1)OCO2	-5.0
CN(C)C(CNC(=O)C(=O)NCc1ccc2c(c1)OCO2)c1cccs1 (configuration not stated)	4.0
CSC1CCN(C(=O)Nc2ccc(C(F)(F)F)cc2)C1 (configuration not stated)	7.0
CCOC(=O)N1CCN(/C=C(\C#N)C(=O)NCCc2ccccc2)CC1	-9.0
C=CCn1c(SCc2ccc3c(c2)OCO3)nc2scc(-c3ccc(F)cc3)c2c1=O	-6.0
Cc1nnc(C2CCCN(C(=O)c3ccco3)C2)s1 (configuration not stated)	16.0
CCc1ccc(S(=O)(=O)c2cnc(SCC(=O)Nc3ccc(OC)cc3OC)[nH]c2=O)cc1	1.0
Cc1nn(C2CCS(=O)(=O)C2)c2nc(-c3ccc(F)cc3)cc(C(=O)N3CCN(C)CC3)c12 (configuration not stated)	-6.0
COc1ccc(OC)c(NC(=O)C(=O)NCC2(c3cccs3)CCCC2)c1	-19.0
COc1ccc(Cl)cc1NC(=O)C(=O)NCC1CCN(Cc2ccccc2)CC1	-9.0&-9.0
Cc1cc(-c2nnc(NC(=O)CS(=O)(=O)c3ccc(F)cc3)o2)nn1C	-11.0
COc1ccc(-n2c(C)nc3ccc(NC(=O)CCSc4ccccc4)cc3c2=O)cc1	13.0
O=C(Nc1cccc(-c2ccc(N3CCOCC3)nn2)c1)c1ccccc1Br	9.0
CC(O)(CNS(=O)(=O)c1cccnc1)Cc1ccco1 (configuration not stated)	-5.0
COc1cc(N2CCN(C(=O)c3cccc(OC)c3OC)CC2)nc(C)n1	-5.0

Additional structures.
SMILES	PriA SSB inh
COC(=O)c1ccc(C(=O)OC)c(NC(=O)c2ccc(CSc3ccccc3)o2)c1	-11.0&-1.0
Cc1cc(N2CCCC2)nc(CNC(=O)CN(C)C(=O)c2ccccc2F)n1	-6.0
O=C(NCCn1ccnc1C1CC1)c1ccccc1OC(F)(F)F	-11.0
CCOc1ccc(C(O)=C2C(=O)C(=O)N(CCN(CC)CC)C2c2cccs2)cc1 (configuration not stated)	0.4
CC1(C)COc2ccc(NS(=O)(=O)Cc3ccccc3)cc2NC1=O	-18.0
Cc1ccccc1NC(=O)/C=C\C(N)=O	-5.0
CCOc1ccc(CC(=O)Nc2cccc(-n3c(C)nc4ccccc4c3=O)c2)cc1	12.0
CN(C)S(=O)(=O)NC1CCN(c2nccs2)CC1	-14.0
O=C(Nc1cccc2c1C(=O)c1ccccc1C2=O)c1ccco1	-1.0
O=C(NN=Cc1ccncc1)c1ccc(Br)s1	-12.7
O=C(CCSc1ccccc1)N1CCSC(c2ccccc2)CC1 (configuration not stated)	-18.0
CN(C)c1nn(CC(=O)N2CCc3ccccc32)cc1-c1ccccc1	10.0
Cc1ccc(C(=O)Nc2nc3ccc(Br)cc3s2)cc1	-21.0
CC(C)Sc1ccc(CC(=O)NCCn2nc(C(F)(F)F)n(C)c2=O)cc1	-5.0
Cc1noc(C)c1S(=O)(=O)NCCSC1CCOCC1	-6.0
CCn1c(SCC(=O)NN=C(C)c2ccncc2)nc2ccccc21	1.2
COc1ccc(-c2noc(Cn3cnc4c(nnn4Cc4ccccc4Cl)c3=O)n2)cc1OC	0.0
CCC(C)[C@H](NC(=O)OC(C)(C)C)C(=O)NN=CC1=Cc2ccccc2OC1 (some centres not stated)	-2.0
Nc1nc(-c2ccc(Cl)c(Cl)c2)cs1	1.0
O=C(Nc1ccc(F)cc1)C(=O)Nc1cccc([N+](=O)[O-])c1	5.0
O=C(Cn1cnc2ccccc21)N1CCOCC1	7.0
CC(C)c1cc(C(C)C)c(Sc2c(-c3ccccc3)nc3sccn23)c(C(C)C)c1	3.0
CC(=NNC(=O)Cc1cccn1C)c1ccc2ccccc2c1	-13.5
CN1CCN(C(CNS(C)(=O)=O)c2ccc(F)cc2)CC1 (configuration not stated)	7.0
CC(=NNS(=O)(=O)c1ccc(C)c([N+](=O)[O-])c1)c1cccs1	-0.2

In a second layout: 5 of the compounds above
| SMILES | PriA SSB inh |
| --- | --- |
| O=C(Nc1ccc(F)cc1)C(=O)Nc1cccc([N+](=O)[O-])c1 | 5.0 |
| O=C(Cn1cnc2ccccc21)N1CCOCC1 | 7.0 |
| CC(C)c1cc(C(C)C)c(Sc2c(-c3ccccc3)nc3sccn23)c(C(C)C)c1 | 3.0 |
| CC(=NNC(=O)Cc1cccn1C)c1ccc2ccccc2c1 | -13.5 |
| CN1CCN(C(CNS(C)(=O)=O)c2ccc(F)cc2)CC1 (configuration not stated) | 7.0 |

Some of the entries so far, as labelled records:
structure: COc1cccc2cc(C(=O)Nc3ccc(Cl)cc3C(=O)c3ccccc3Cl)oc12
  PriA SSB inh: 16.0

structure: COCCn1ccc2c(OCC(=O)NCc3ccccc3Cl)cccc2c1=O
  PriA SSB inh: -14.0

structure: CCCCOc1ccc(C(=O)OCn2nnc3ccccc3c2=O)cc1
  PriA SSB inh: -12.0

structure: CCOc1ccccc1NC(=O)C(=O)NCC1CCN(c2cnccn2)CC1
  PriA SSB inh: -4.0

The results go on:
SMILES	PriA SSB inh
O=C(Nc1ccc2c(c1)CCCN2S(=O)(=O)c1cccs1)c1ccc(Br)o1	11.0
CC(=NNC(=O)CNC(=O)c1ccccn1)c1ccc([N+](=O)[O-])cc1	8.6
CC(=O)CCCN1C(=O)c2ccccc2C1=O	25.0
O=C(CSc1nc(=O)[nH]c2c1CCCC2)NCc1ccc2c(c1)OCO2	-11.0
CCc1ccccc1NC(=O)Nc1cnc(OC)nc1N(C)C	7.0
O=S(=O)(Cc1cccc(Cl)c1)NCC1CCN(Cc2ccco2)CC1	-10.0
CC(C)(Oc1ccc(Cl)cc1)C(=O)NCC1CCN(C(=O)c2cccnc2)CC1	-5.0
N#Cc1c(Sc2ncc(C(F)(F)F)cc2Cl)nsc1CC=NOCc1c(F)cccc1Cl	4.3
O=C(c1ccccc1)c1oc2ccccc2c1NC(=O)C1COc2ccccc2O1 (configuration not stated)	-15.0
COc1ccccc1CCNC(=O)Cc1sc(C)nc1C	-19.0
CN(C)c1ccc(CCNC(=O)c2cccc(C(F)(F)F)c2)cc1	-6.0
COc1nn(C)cc1C(=O)N1CCOCC1CN(C)C (configuration not stated)	-14.0
N#Cc1c(Nc2ccccc2)c(C=NNCCO)c[nH]c1=O	-18.6
Cn1c(=O)c(C2=NN(S(C)(=O)=O)C(c3ccco3)C2)c(-c2ccccc2)c2cc(Cl)ccc21 (configuration not stated)	-4.0
Cc1ccc(C)c(CC(=O)Nc2nnc(-c3ccno3)o2)c1	56.0*
O=C(NCC1COC2(CCCC2)O1)c1ccccc1C(F)(F)F (configuration not stated)	-9.0
Cc1c(NC(=O)C2CCN(c3cc(C4CC4)ncn3)CC2)c(=O)n(-c2ccccc2)n1C	2.0
O=C(Cc1ccc(Cl)cc1)NCCOc1cccc(C(F)(F)F)c1	-21.0&-15.0
CCOc1cc(C=NNC(=O)CCCC(=O)NC2CCCCC2)ccc1O	-14.3
COc1ccccc1N1CCN(CCNC(=O)Cc2ccc(F)cc2)CC1	-21.0
COc1ccccc1CCNC(=O)C(=O)NCC(c1cccs1)N1CCc2ccccc2C1 (configuration not stated)	-17.0
CCOC(=O)CC(=O)CSc1nc2ccsc2c(=O)n1Cc1ccc(F)cc1	9.0
CCCOc1ccc(-c2c(C(=O)NN=Cc3ccsc3)nnn2-c2nonc2N)cc1	13.6
COc1cccc(C(=O)Nc2ccc3nc(C)n(-c4ccc(F)cc4)c(=O)c3c2)c1OC	-5.0
O=C1C2CC=CCC2C(=O)N1C1CN(S(=O)(=O)N2CCCC2)C1 (configuration not stated)	-3.0

Other structures
SMILES	PriA SSB inh
CC(C)CS(=O)(=O)C1CN(C(=O)COc2ccccc2F)C1	4.0
O=C(Nc1ccc2c(c1)OCO2)N1CCN(Cc2nc(-c3ccc(F)cc3)cs2)CC1	-10.0&15.0
Cc1ccc(S(=O)(=O)N2CCN(c3ccc(-c4cccnc4)nn3)CC2)s1	-4.0
CN(C)c1ccc(C(=O)Nc2nnc(-c3cc(Cl)ccc3Cl)o2)cc1	-19.0
O=c1[nH]c2ccc(Cl)cc2c(-c2ccccc2)c1C1=NN(C(=S)Nc2ccccc2)C(c2cccc([N+](=O)[O-])c2)C1 (configuration not stated)	8.0
Cc1nc(C(N)=NOC(=O)c2c(-c3ccccc3Cl)noc2C)cs1	-0.5
CS(=O)(=O)c1cccc(C(=O)Nc2nc(-c3ccc(F)cc3)cs2)c1	-2.0
CC(C=NNC(=O)c1cccnc1)c1ccccc1 (configuration not stated)	-15.6
O=C(Cc1ccccc1)N1CCN(c2ncnc3c2nnn3-c2ccccc2)CC1	-9.0
CC(C)CS(=O)(=O)C1CCN(C(=O)c2ccc(-c3ccsc3)cc2)CC1	-1.0
O=C1c2ccccc2C(=O)N1c1ccc(S(=O)(=O)Nc2ccc(F)cc2)cc1	-6.0&2.0
O=C(CSc1ncc(-c2cccc(Br)c2)o1)Nc1ccc2c(c1)OCCO2	-23.0
O=C(NCCCn1ccnc1-c1ccccc1)c1ccc2nsnc2c1	7.0
CC(C)Oc1ccc(C(=O)N2CCN(Cc3nc4ccccc4[nH]3)CC2)cc1	-11.0
COc1cc(C=NNC(=O)c2cc[n+]([O-])cc2)cc(OC)c1OC	-19.3
CCS(=O)(=O)N1CCc2ccc(NS(=O)(=O)c3ccc(F)c(Cl)c3)cc2C1	3.0
CCOC(=O)CCC(=O)NCC1CCN(Cc2ccccc2)CC1	-19.0
Cc1ccc(-n2c(Cc3cccn3C)nnc2SCC(=O)Nc2cccc(F)c2)cc1	20.7
Cc1ccc(S(=O)(=O)c2nnn3c2nc(N2CCc4ccccc42)c2sccc23)cc1	-5.0
COc1cccc(C=NNC(=O)c2ccc(=O)n(C)c2)c1OC	-7.6
CC(C)Oc1ccc(C(=O)NC[C@](C)(O)c2ccccc2)cc1	-5.0
O=C(CC1CCCCC1)Nc1ccc(Cn2cnc(C(=O)Nc3ccc(F)c(F)c3)c2)cc1	11.0
O=C(Nc1nc2c(s1)CN(C(=O)COc1ccccc1F)CC2)c1ccsc1	-9.0

Source: PubChem BioAssay (Small Molecule Screening Facility, UW Madison)
